High-throughput results (PubChem BioAssay)
CD40 NFkB inh: CD40 pathway inhibition in BL2 cells | BL2 NF-kB luciferase reporter, CD40L-induced, 4 h | inhibition, % at 10 µM | 0.94% of 83,000 active | AID 1053188;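 active = mean inhibition of at least 50% with a set share of replicates also reaching that level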;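 note: 0% = neutral control wells and 100% = IKK inhibitor VII at 50 µM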
* = called active by the depositor; & = joins results of further samples; [ ] = another dose, or the depositor's remark. An excerpt; the hit share may differ from the screen's.

SMILES	CD40 NFkB inh
COCCNC(=S)N1CCC(NC(=O)Nc2ccc(C)cc2)CC1	9.6
N#Cc1cccc(-c2ccc3c(c2)[C@H]2[C@H](CCN2C(=O)c2ccncc2)[C@@H](CO)N3)c1	-23.6[25 µM]
Cn1c(COc2ccc(Cl)cc2)nnc1SCC(=O)NC1CC1	5.6
N#CC1(C#N)OC12CCS(=O)(=O)c1ccccc12 (stereo unspecified)	21.3
CSc1nc2c(cc1C#N)C(=O)CC(C)(C)C2	17.3
O=C(CN(c1ccccc1)S(=O)(=O)c1ccc(Cl)cc1)Nc1cccnc1	17.7
Cn1cnc(S(=O)(=O)N2CCCCN3[C@H](CO)[C@@H](c4ccc(C#CC5CCCC5)cc4)[C@@H]3C2)c1	-10.5[25 µM]
CCC(NC(=O)c1ccccc1NC(=O)c1ccco1)C(=O)NC1CCCCC1 (stereo unspecified)	4.8
O=C(COC(=O)c1ccc(Cl)nc1)Nc1ccc2ccccc2c1	-9.9
CCCCNC(=O)CSc1ccc(S(=O)(=O)N2CCOCC2)cn1	-2.7
CCc1ccc(OCC(=O)N(C)CCC#N)c(Br)c1	1.1
CN1CCN(CCCNC(=O)c2cc3c(-c4ccc(Cl)cc4)nn(C)c3s2)CC1	-2.5
CN(C(=O)C1CCCCN1S(=O)(=O)c1ccccc1)c1ccccc1 (stereo unspecified)	3.9
COCC(=O)Nc1ccc(N2CCCC2)c(S(=O)(=O)Nc2ccccc2OC)c1	-2.1
C[C@@H]1CN([C@@H](C)CO)C(=O)c2cc(NC(=O)Nc3ccc4c(c3)OCO4)ccc2O[C@@H](C)CCCCO[C@H]1CN(C)C(=O)Nc1ccccc1	2.9
COC(=O)[C@@H]1[C@@H](CO)[C@@H]2Cn3c(ccc(-c4cncnc4)c3=O)[C@@H]2N1CCC(F)(F)F	-1.6[25 µM]
O=C1Nc2ccccc2SC1=Cc1ccccc1	-46.2
O=C(CCN1CCCCC1)NCC[C@H]1CC[C@H](NS(=O)(=O)c2cccc(Cl)c2)[C@@H](CO)O1	-5.0[25 µM]
COc1ccccc1N1CC(C(=O)Nc2ccccc2N2CCCC2)CC1=O (stereo unspecified)	-9.3
COc1ccc2c3c(n(C)c2c1)[C@@H](CO)NCC31CN(C(=O)Nc2ccccc2F)C1	-10.8[25 µM]
CCc1nc2ccccc2c(NC(=O)CN2CC(C)CC(C)C2)c1C (stereo unspecified)	-1.3
CC(=O)c1cccc(S(=O)(=O)NCCCN2CCOCC2)c1	5.2
Cc1ccc(S(=O)(=O)N2CCN(C(=O)CN(Cc3ccco3)Cc3cccs3)CC2)cc1	4.5
O=C(Cn1cnc2scc(-c3ccccc3)c2c1=O)N1CCOCC1	25.8
CCS(=O)(=O)N1CC2(C1)[C@@H](c1ccccc1)[C@H](CO)N2Cc1ccc(F)cc1	1.0[25 µM]
COc1ccccc1C(=O)NC(=O)CSc1nncn1C(C)C	10.5
CCc1c(C(C)=O)oc2ccc3c(C)cc(=O)oc3c12	-31.4
CCOc1ccc(NS(=O)(=O)c2ccc(C(=O)N3CCCC3)cc2)cc1	3.7
C[C@@H]1CN([C@H](C)CO)C(=O)c2c(c3ccccc3n2C)-c2ccccc2CO[C@@H]1CN(C)S(=O)(=O)c1ccc(F)cc1	5.9
CN(C)CC(=O)N1C[C@@H]2N[C@H](C1)C2c1ccc(-c2ccccc2F)cc1 (stereo partly specified)	-6.7&-3.4[25 µM]

2 entries picked at random from those above:
SMILES	CD40 NFkB inh
Cc1ccc(S(=O)(=O)N2CCN(C(=O)CN(Cc3ccco3)Cc3cccs3)CC2)cc1	4.5
CN(C)CC(=O)N1C[C@@H]2N[C@H](C1)C2c1ccc(-c2ccccc2F)cc1 (stereo partly specified)	-6.7&-3.4[25 µM]

Additional compounds follow:
SMILES	CD40 NFkB inh
CC1CN(c2ncc(/C=N/NC(=O)c3ccccc3O)s2)CC(C)O1 (stereo unspecified)	-1.8
O=C(Nc1ncccc1O)C1CCN(S(=O)(=O)c2ccc3ccccc3c2)CC1	1.7
C[C@H]1CN([C@@H](C)CO)C(=O)c2cc(NC(=O)Cn3cnnn3)ccc2O[C@@H]1CN(C)Cc1ccc(C(=O)Nc2ccccc2N)cc1	-5.7[25 µM]
CCc1noc(C)c1C(=O)N1CCN(S(=O)(=O)c2ccc(C(C)C)cc2)CC1	5.7
COc1cccc(CN2[C@H](CO)[C@H]3c4ccccc4N(C(=O)CC(F)(F)F)C[C@H]32)c1	4.8[25 µM]
CSc1nsc(N/N=C/c2ccc3c(c2)OCO3)c1C#N	-110.6
CCOC(=O)Cc1csc(NC(=S)NC(=O)c2cc(OC)cc(OC)c2)n1	3.5
CC(C)Cn1cc(-c2cncc3nccn23)cn1	-1.8
COc1ccc(C2(C(=O)N3CCCC3)CCOCC2)cc1OC	6.5&4.9
NC(=O)C1CCN(CC(=O)Nc2ccc3c(c2)OCO3)CC1	-2.3
Cc1cc(OCC(=O)O)c2cccc(C)c2n1	4.5
Cc1ccc(NCCCCO)cc1C	-2.4
O=C(C[C@@H]1CC[C@H]2[C@@H](COC[C@@H](O)CN2S(=O)(=O)c2ccc(Cl)cc2)O1)NCCN1CCCCC1	-9.9
COc1cccc(-n2cc(CNCc3c(C(=O)N(C)C)nc4ccc(Cl)cn34)cn2)c1	13.1
COc1cccc(CNC(=O)CCn2c(=O)c3cccn3c3cccnc32)c1	6.0
COc1ccc(NC(=O)c2csc3c2CCCC3)cc1	-93.0
CCN(CC)S(=O)(=O)c1c(OC)cc(C)c(Cl)c1C	2.8
CC1Cc2ccccc2N1C(=O)COC(=O)c1ccco1 (stereo unspecified)	9.1
CC(C)c1ccc(NC(=O)C[n+]2ccn(C3=C([O-])c4ccccc4C3=O)c2)cc1	9.6
O=S(=O)(/C=C/c1ccccc1)NC1CCCCCC1	9.8
Cc1c(CN2CCC(n3nccc3NC(=O)C3CC3)CC2)[nH]c2ccccc12	7.2
O=C1CCCN1CCC1CCN(C(=O)Nc2ccccc2)CC1	-4.2
CN1CCN(C(=O)c2cc3c(c(-c4cccc(C5=CCCC5)c4)n2)[C@H](CCO)N([S@@](=O)C(C)(C)C)C3)CC1	-9.3[25 µM]
O=C(NCCS(=O)(=O)NC1CCCC1)c1ccc(F)cc1	3.2
N#C[C@@H]1[C@H](c2ccc(C#CC3CCCC3)cc2)[C@H](CO)N1C(=O)Nc1ccc(F)cc1	0.1
COC(=O)c1cc(S(=O)(=O)NCC2CCN(Cc3ccc(C)cc3)CC2)cn1C	4.3
Cc1ccc(CN2CCN(Cc3ccc(O)cc3)CC2CCO)o1 (stereo unspecified)	4.1
CSc1cc(-c2ccncc2)nc(-c2ccc(Cl)cc2)c1	-34.2
C/C(=N\NC(=O)CC#N)c1ccc(Oc2ccccc2)cc1	-9.6
O=C(c1cccnc1)N1C[C@@H]2[C@H](c3ccccc31)[C@H](CO)N2CC1CCCC1	11.6

Four of the compounds above, field by field.
Cc1c(CN2CCC(n3nccc3NC(=O)C3CC3)CC2)[nH]c2ccccc12
  CD40 NFkB inh = 7.2
O=C1CCCN1CCC1CCN(C(=O)Nc2ccccc2)CC1
  CD40 NFkB inh = -4.2
CN1CCN(C(=O)c2cc3c(c(-c4cccc(C5=CCCC5)c4)n2)[C@H](CCO)N([S@@](=O)C(C)(C)C)C3)CC1
  CD40 NFkB inh = -9.3[25 µM]
O=C(NCCS(=O)(=O)NC1CCCC1)c1ccc(F)cc1
  CD40 NFkB inh = 3.2

Remaining list, next part
SMILES	CD40 NFkB inh
CC(C)c1ccccc1NC(=O)C1CCCN(C(=O)c2ccc(Cl)cc2)C1 (stereo unspecified)	2.9
CCOCCCNC(C(=O)Nc1ccc(OC)c(Cl)c1)c1ccccc1 (stereo unspecified)	-17.7
CCN(CC)CCNC(=O)c1c(O)c2cc(OC)c(OC)cc2[nH]c1=O	1.9
Cc1ccccc1NC(=O)C1CC(=O)n2ncnc2N1 (stereo unspecified)	9.2
COc1ccc(S(=O)(=O)Nc2ccc3c(c2)C(=O)N([C@H](C)CO)C[C@H](C)[C@H](CN(C)Cc2ccc(C(F)(F)F)cc2)OCCCC[C@@H](C)O3)cc1	30.1[25 µM]
Cc1cc(C(=O)Nc2ccc3[nH]ccc3c2)no1	-59.4
O=C(CCNC(=O)c1ccc(Br)cc1)Nc1cccc(S(=O)(=O)N2CCCCC2)c1	29.1
CCc1ccc(C(O)c2ncc(-c3ccccc3C)[nH]2)cc1 (stereo unspecified)	-10.0
CCN(C[C@@H]1N[C@@H](CO)[C@@H]1c1ccc(C2=CCCC2)cc1)C(=O)c1cccnc1	-10.8[25 µM]
O=C(c1ccco1)N1CCc2ccccc21	-58.1
CS(=O)(=O)c1cccc(S(=O)(=O)N2CCCCCC2)c1	-5.8
CC(NC(=O)c1cc(-c2ccncc2)nc2ccc(Cl)cc12)C1CCCO1 (stereo unspecified)	9.9
COc1ccc(CNC(=O)N(C)C[C@@H]2OCc3ccccc3-c3ccccc3C(=O)N([C@@H](C)CO)C[C@@H]2C)cc1	-2.5[25 µM]
O=C(CC1SC(=O)N(Cc2ccccc2)C1=O)Nc1nccs1 (stereo unspecified)	7.3
Cc1occc1C(=O)N1CCCc2ccccc21	1.8
Cc1ccc(S(=O)(=O)NC(CC(C)C)C(=O)Nc2ccncc2)cc1 (stereo unspecified)	4.0
COc1ccc(S(=O)(=O)N(C)C[C@H]2OCc3ccccc3-c3c(n(C)c4ccccc34)C(=O)N([C@H](C)CO)C[C@@H]2C)cc1	14.2
O=C(Nc1ccccc1)OCc1cncs1	-27.8
Cc1ccc(NC(=O)COC(=O)CN2C(=O)NC3(CCCC3)C2=O)cc1S(=O)(=O)N(C)C	6.2
CCC(C)Cn1cnc2c(Sc3c([N+](=O)[O-])ncn3C)nc(N)nc21 (stereo unspecified)	21.2
Cc1ccc2nc(NCCC(=O)O)nc(-c3ccccc3)c2c1	9.3
O=C(Cc1ccsc1)OCC(=O)c1ccccc1	-40.2
O=S(=O)(NCc1ccco1)c1ccc(S(=O)(=O)N2CCCC2)cc1	-0.2
CC(C)[C@@H](C(=O)N1CCCC1)N1C(=O)N2CCc3c([nH]c4ccccc34)[C@@]2(C)C1=O	1.4
COc1ccccc1C(=O)NCCC(=O)NCC(c1ccccc1)N(C)C (stereo unspecified)	7.2
CN1N=C(c2ccc(Cl)cc2)CC(c2ccc(Cl)cc2)C1=O (stereo unspecified)	-5.1
CC1(C)CC(=O)c2sc(NC(=O)C3CC3)nc2C1	-6.2
CC(C)C(=O)c1cn(CC(=O)O)c2ccccc12	-0.1
CC(O)CCC(=O)NNC(=S)Nc1ccccc1 (stereo unspecified)	-21.9
CCCNC(=O)N1CC2(CCN(Cc3nccs3)CC2)c2c([nH]c3cc(OC)ccc23)[C@H]1CO	-9.8[25 µM]

No new results follow: entries from further up.
SMILES	CD40 NFkB inh
Cc1ccc2nc(NCCC(=O)O)nc(-c3ccccc3)c2c1	9.3
O=C(Cc1ccsc1)OCC(=O)c1ccccc1	-40.2

(continued)
SMILES	CD40 NFkB inh
c1ccc(Cn2ncc3c(NCc4ccco4)ncnc32)cc1	-4.3
O=C(C1CCCN(Cc2ccncc2)C1)N1CCc2ccccc2C1 (stereo unspecified)	2.4
O=C(O)CCCCCNC(=O)c1ccncc1	7.3
NC(=O)NC(Cc1ccccc1)C(=O)NCCCSc1ccccc1 (stereo unspecified)	6.8
O=C(Nc1cccc(-c2ccc(N3CCOCC3)nn2)c1)c1ccc([N+](=O)[O-])cc1	-37.7
CC(CC(=O)O)NCC1COc2ccccc2O1 (stereo unspecified)	9.4
Cc1cc(C)c(Cn2ncn(-c3ccc(Br)cc3)c2=O)c(C)c1	8.6
CC1CCC2(CC1)NC(=O)N(CC(=O)NCCc1ccc(F)cc1)C2=O (stereo unspecified)	0.8
CO[C@@H]1CN(C)C(=O)c2cc(NC(=O)Nc3cccc(Cl)c3)ccc2OC[C@@H](C)N(C(=O)Nc2c(C)noc2C)C[C@@H]1C	14.5[25 µM]
Cc1nn(-c2cccc(Cl)c2)nc1C(=O)O	-1.3
COc1ccc2ccccc2c1CNc1nnnn1C	-1.1
O=C1COc2ccc(C(=O)CSc3nnc(Cc4ccccc4)o3)cc2N1	-15.3
CC(NC(=O)C1CCC1)c1ccc2c(c1)OCO2 (stereo unspecified)	-8.6
COc1ccc(C(=O)c2cn[nH]c2-c2ccc(C)cc2O)cc1	5.4
C/C=C/c1ccc2c(c1)[C@H]1[C@H](CCN1Cc1ccc(F)cc1)[C@H](CO)N2	-3.8[25 µM]
Cc1c(N/C(=N/S(=O)(=O)c2ccc(F)cc2)c2ccccc2)c(=O)n(-c2ccccc2)n1C	7.3
CNC(=O)c1ccsc1NC(=O)C1CCN(S(=O)(=O)c2cccs2)CC1	28.0
CCOC(=O)C(C)Oc1ncnc2cccc(F)c12 (stereo unspecified)	-13.3
C/C=C/c1ccc([C@H]2[C@@H](CO)N(C(C)=O)[C@@H]2CNC(=O)c2ccncc2)cc1	-0.4
Cc1ccccc1COC(=O)CNC(=O)c1sc2ccccc2c1Cl	-5.8
O=C(Cn1nnc(-c2ccc(F)cc2)n1)Nc1cccc(S(=O)(=O)N2CCCC2)c1	-2.7
COCC(=O)N1[C@@H](CO)[C@@H]2c3ccccc3N(C(=O)c3cccnc3)C[C@@H]21	-3.7[25 µM]
CCC(=O)N1[C@H](CO)[C@H](c2ccccc2)C12CN(C(=O)c1ccncc1)C2	-17.2[25 µM]
Cc1ccc(N2C(=O)c3ccccc3C2Nc2cccnc2)nc1 (stereo unspecified)	-7.6
CCc1cc(C(=O)NCC(c2cccs2)N2CCOCC2)sc1C (stereo unspecified)	-8.5
COc1ccc(CNC(=O)C2CCN(C(=O)c3ccc(-c4ccccc4)cc3)CC2)cc1	7.6
Cc1ccc(S(=O)(=O)CCC(=O)OCCOc2ccc(Br)cc2)cc1	-4.0
O=C(Nc1cccnc1)c1cccc(S(=O)(=O)N2CCc3ccccc32)c1	0.8
CCOc1cc(C(N)=O)cc(Cl)c1OCc1ccccc1	1.1
CO[C@H](CN(C)C(=O)C1CC1)[C@@H](C)CN(C(=O)Nc1ccc(C(F)(F)F)cc1)[C@@H](C)CO	0.4
CC1CCc2c(C(=O)Nc3ccc(N4CCOCC4)cc3)csc2C1 (stereo unspecified)	-8.1
